# Screening data (PubChem)
# a7 integrin act: integrin-mediated muscular dystrophy alleviation activation. Potency, µM (titrated, usually from 38.3 µM), without a hit: top-dose activation, usual class: activators. 350,000 tested, 0.064% active. alpha7betagal myoblasts, beta-gal FDG fluorescence, 48 h;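 note: potency is the fitted concentration of half-maximal effect; 100% = response of the positive control SU9516; nearly all actives have a fitted effect of over 60% in size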
#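 alpha7betagal+/- myoblasts (passage 13, 250/well) treated 48 h at 37C with compounds at 1:260 dilution of DMSO stock. Lysed, then beta-galactosidase activity read as FDG fluorescence (ex 480/em 540) after 30 min, with pre-read for autofluorescence.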
# CXXC DNA block: MLL CXXC-DNA interaction inhibition; Q03164; MLL-CXXC / FITC-HOXA9 DNA fluorescence polarization; Potency, µM (top dose mostly 115 µM), for inactives: top-dose activity change, negative = inhibition, most hits filed as inhibitors; 290,000 tested, 0.037% active; active = well fitted inhibition curve with a large enough effect in the polarisation, with a control signal flat, not every such curve was filed as active; inconclusive = small, poorly fitted or top-dose-only effect, or effect the other way, or a change in a side signal; inactive = no such curve, though single readings can be large or run the other way; the % refers to the polarisation; note: potency is the fitted concentration of half-maximal effect
#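 Steps: dispense CXXC domain solution (7 uM) → pin compounds or unlabeled HOX-A9 DNA control → 5 min ambient → add FLSN-HOX-A9 solution (50 nM) → spin → 30 min ambient → fluorescence polarization. Tris pH 7.5/NaCl/DTT/BSA buffer.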
# MBNL1-CUG inh: MBNL1-poly(CUG) RNA binding inhibition. Q9NR56. TR-FRET MBNL1-His/biotin-(CUG)12 binding, 665/545 ratio. Potency, µM (highest dose often 57.5 µM), without a hit: at the highest dose activity change, negative = inhibition, most hits filed as inhibitors. 280,000 tested, 0.036% active. AID 2675; active = well fitted inhibition curve with a large enough effect in the signal ratio, with a control signal flat, not every such curve was filed as active; inconclusive = small, poorly fitted or top-dose-only effect, or effect the other way, or a change in a side signal; inactive = no such curve, though single readings can be large or run the other way; the % refers to the signal ratio; note: potency is the fitted concentration of half-maximal effect; % is set by controls: 0 for no effect and ±100 for the full control effect
#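 TR-FRET between His-tagged MBNL1 and biotin-(CUG)12 RNA, detected with Tb anti-His antibody (0.055 ng/ul) and streptavidin-XL665 (5 nM), 60 min at room temperature. Compounds titrated 92 nM to 58 uM; 665/545 nm ratio normalized to buffer and complex controls.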
# TSG101-PTAP inh: blocks PTAP/TSG101 interaction to inhibit HIV-1 budding | Q99816 | Fluorescence polarization, FITC-PTAP peptide / Tsg101 binding | Potency, µM (top dose mostly 115 µM), for inactives: top-dose activity change, negative = inhibition, hits mostly inhibitors | 340,000 tested, under 10 active | AID 493005; active = well fitted inhibition curve with a large enough effect in the main read-out, with a control signal flat, not every such curve was filed as active; inconclusive = small, poorly fitted or top-dose-only effect, or effect the other way, or a change in a side signal; inactive = no such curve, though single readings can be large or run the other way; note: potency is the fitted concentration of half-maximal effect; % of control where 0% means no effect
# Target sequence (Q99816 whole entry, looked up): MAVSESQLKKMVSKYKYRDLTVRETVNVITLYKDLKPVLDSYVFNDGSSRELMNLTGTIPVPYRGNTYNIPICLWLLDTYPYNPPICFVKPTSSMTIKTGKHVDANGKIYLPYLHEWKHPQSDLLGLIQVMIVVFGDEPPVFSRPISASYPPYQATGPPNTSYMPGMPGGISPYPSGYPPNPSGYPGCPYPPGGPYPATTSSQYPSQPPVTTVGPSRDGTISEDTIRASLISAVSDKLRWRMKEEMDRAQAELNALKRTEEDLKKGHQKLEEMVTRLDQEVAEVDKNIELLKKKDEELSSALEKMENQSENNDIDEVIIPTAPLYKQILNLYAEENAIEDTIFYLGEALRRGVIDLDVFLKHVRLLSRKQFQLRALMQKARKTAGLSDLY
#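 Fluorescence anisotropy tracks displacement of a FITC-tagged PTAP peptide (50 nM) from the Tsg101 binding domain (10 uM), following a 20 min room-temperature incubation at pH 7.5.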
# AT treatment: candidate therapy for ataxia-telangiectasia. AID 485349. 320,000 tested, 0.19% active. Potency, µM (titrated, usually from 57.5 µM), inactives show at the highest dose activation, actives largely listed as activators. […] A-T fibroblasts, KAP-1 phosphorylation AlphaLISA; neocarzinostatin DNA damage 30 min before lysis; note: potency is the fitted concentration of half-maximal effect; % of control where 0% means no effect; nearly all actives have a fitted effect of over 45% in size
#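 ATM-like activity read as KAP-1 phosphorylation via AlphaLISA donor/acceptor antibody pairs after lysis and 6 hr at 25C. Cells were ATM-null patient fibroblasts ([…], hTERT), dosed 60 min, then exposed to the DSB inducer NCS for 30 min.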
# Menin-MLL TR inh: displaces Texas Red mutant MLL peptide from human menin | O00255 | Menin + Texas Red MLL mutant peptide, fluorescence polarization | Potency, µM (highest dose often 61.6 µM), inactives show at the highest dose FP activity change, negative = inhibition, most hits filed as inhibitors | 270,000 tested, 0.23% active | AID 1768; active = well fitted inhibition curve with a large enough effect in the polarisation, with a control signal flat, not every such curve was filed as active; inconclusive = small, poorly fitted or top-dose-only effect, or effect the other way, or a change in a side signal; inactive = no such curve, though single readings can be large or run the other way; the % refers to the polarisation; note: potency is the fitted concentration of half-maximal effect; % of control where 0% means no effect; many of its hits are not listed in these tables
# Target sequence (O00255 whole entry, looked up): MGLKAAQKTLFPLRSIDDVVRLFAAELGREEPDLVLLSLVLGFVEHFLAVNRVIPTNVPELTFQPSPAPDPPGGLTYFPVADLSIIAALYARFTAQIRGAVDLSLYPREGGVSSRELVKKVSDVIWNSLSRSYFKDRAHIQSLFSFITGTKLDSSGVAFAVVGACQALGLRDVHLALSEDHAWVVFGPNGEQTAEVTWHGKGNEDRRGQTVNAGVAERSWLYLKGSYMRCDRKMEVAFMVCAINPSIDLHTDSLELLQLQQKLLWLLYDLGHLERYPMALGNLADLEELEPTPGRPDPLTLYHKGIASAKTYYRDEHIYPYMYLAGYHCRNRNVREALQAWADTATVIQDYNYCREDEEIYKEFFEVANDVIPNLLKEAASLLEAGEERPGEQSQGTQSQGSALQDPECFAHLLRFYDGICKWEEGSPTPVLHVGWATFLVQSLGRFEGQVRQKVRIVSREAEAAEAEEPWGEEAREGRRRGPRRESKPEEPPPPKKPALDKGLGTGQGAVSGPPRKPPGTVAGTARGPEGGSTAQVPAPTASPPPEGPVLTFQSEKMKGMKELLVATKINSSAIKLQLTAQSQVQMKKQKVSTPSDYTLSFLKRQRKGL
# Mito fusion act: blocks mitochondrial division or promotes mitochondrial fusion; 320,000 tested, 0.23% active; Potency, µM (highest dose often 46.1 µM), for the others: at the highest dose growth rescue (activation), usual class: activators; S. cerevisiae fusion-defective mutant growth rescue, CellTiterGlo 48 h;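 note: potency is the fitted concentration of half-maximal effect; % of control where 0% means no effect; nearly all actives have a fitted effect of over 45% in size; temperature-sensitive fusion mutants such as fzo1-1 at 37 °C on non-fermentable ethanol glycerol medium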
#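 Compounds are tested for their ability to restore growth of mitochondrial fusion-defective yeast strains at non-permissive 37C in YPEG medium over 48 hours. Viability is quantified by luciferase luminescence.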
# TSHR antag: antagonists of human thyroid stimulating hormone receptor; TSHR-expressing cells, TSH-stimulated cAMP HTRF, 2 h; hits give low values; P16473; 330,000 tested, 0.2% active; activity change, negative = inhibition, % at 11.5 µM;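 active = activity change below a set negative limit, meaning inhibition stronger than a set level, cut at about -70% in these data; inconclusive = activity change between two set negative limits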; note: % is set by controls: 0 for no effect and ±100 for the full control effect
#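 Read-out is FRET at 665 nm (cryptate excitation 337 nm) from a cryptate-tagged anti-cAMP antibody, competed by cell cAMP against cAMP-d2. Compounds are tested on freshly harvested TSHR cells challenged with 4nM TSH (EC80) for 2 hours at 37 deg C.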
# S-ASM inh: human S-ASM enzyme inhibition. placental ASM, HMU-PC fluorogenic substrate, 60 min. 340,000 tested, 0.006% active. P17405. Potency, µM (highest dose often 57.5 µM), without a hit: top-dose activity change, negative = inhibition, most hits filed as inhibitors. AID 504937; note: potency is the fitted concentration of half-maximal effect
#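 Steps: dispense placental human ASM, pin compound, wait 10 min at room temperature, add HMU-PC0 substrate at 9 uM final, incubate 60 min at 37 °C, add stop solution raising pH to 10, read fluorescence.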
# TCR activator: T cell receptor activation; 330,000 tested, under 10 active; Potency, µM (series often up to 9.22 µM), for the others: top-dose activation of IL-2 secretion, actives largely listed as activators; AID 504894; primary human leukocytes, anti-CD3, IL-2 HTRF, 48 h; note: % of control where 0% means no effect
#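 1) Mix primary human leukocytes, a-CD3 beads and compound. 2) Incubate 48 hr. 3) Add HTRF IL-2 reagents (a-IL-2-K, a-IL-2-d2).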
# The depositor's hits bear a star; i = inactive; ? = inconclusive; . = not tested or not shown; [ ] = remark or other dose. Unless noted, calls come from the whole dose curve; as a rule, active = well fitted curve in the direction sought with a large enough effect; inconclusive = small, poorly fitted or top-dose-only effect, or another doubt; inactive = no such curve, though single readings can be large; an effect the other way counts as inactive or inconclusive. A portion of the library; count on the stated rates, not on these rows.
molecule	TSG101-PTAP inh	TSHR antag	MBNL1-CUG inh	AT treatment	a7 integrin act	S-ASM inh	Menin-MLL TR inh	Mito fusion act	CXXC DNA block	TCR activator
CSc1ccccc1NC(=O)CN(C)CC(=O)Nc1ccc(N2CCOCC2)cc1	-6%	-3	1%	0%	-11%	0%	-1%	8%	-1%	2%
N#C/C(=N\Nc1ccc(Cl)cc1)C(=N)N1CCCCCC1	-7%	-11	3%	-6%	-58%[inhibitor]	-10%	1%	-9%	0%	-5%
C#CCNC(=O)C1=C[C@@H](c2ccccc2)[C@H](CCCO)[C@@H](OCC)O1	1%	7	-3%	.	0%	5%	1%	5%	-7%	-6%
O=C(c1ccc(CS(=O)c2ccc(F)cc2)o1)N1CCN(C2CCCCC2)CC1 (stereo not drawn)	1%	6	-5%	-1%	33%	-1%	-22%	0%	7%	-1%
COc1ccc(CC(=O)Nc2cccc(S(=O)(=O)N3CCCC3)c2)cc1OC	-5%	-46	.	15%	-46%[inhibitor]	0%	.	3%	.	2%
O=C(O)CC(NC(=O)COc1ccccc1)c1cccc([N+](=O)[O-])c1 (stereo not drawn)	2%	-10	14%	-7%	14%	-2%	5%	5%	-2%	0%
COc1ccc(OC)c(Cc2nnc(CCC(=O)NCc3nc4ccccc4s3)o2)c1	3%	12	4%	29%	-16%	10%	-8%	13%	0%	-3%
CCOC(=O)c1sc(SC)c2c1CCC/C2=N/OC	-1%	-8	-12%	12%	13%	-14%	.	-4%	2%	-1%
CCn1c(-c2cccc(S(=O)(=O)N3CCCC3)c2)n[nH]c1=S	-7%	1	-6%	8%	-3%	5%	.	3%	39%	-3%
Cc1csc(NC(=O)CSc2nccn2Cc2ccco2)n1	-8%	12	-3%	-1%	0%	6%	-5%	2%	-1%	3%
CCOC(=O)NCc1ccc(S(=O)(=O)Nc2ccccc2C)cc1	-4%	1	-10%	6%	9%	0%	9%	3%	-5%	-7%
CCOc1ccc(S(=O)(=O)Nc2cccc(C(=O)NCC(C)(C)N3CCOCC3)c2)cc1	-5%	6	.	2%	-48%[inhibitor]	1%	.	-4%	.	1%
Cc1ccc2sc(=O)[nH]c2c1	0%	9	-14%	1%	7%	-1%	.	-1%	-19%	-2%
CCN(CCNC(=O)c1ccc(CSc2nc3ccncc3[nH]2)cc1)c1ccccc1	-2%	33	-12%	-29%	16%	1%	?	-2%	3%	-2%
Cc1ccc(S(=O)(=O)N2CCCCC2)cc1NC(=O)COC(=O)CNC(=O)c1cc(Cl)cc([N+](=O)[O-])c1	-4%	-12	?	8%	4%	-1%	3%	0%	-1%	1%
Cc1ccc(SCC(=O)OCC(=O)NC2CCCCCC2)cc1	-3%	-11	3%	14%	2%	4%	.	-1%	-1%	0%
COc1ccccc1C(=O)NNC(=O)C(=O)NC(C)(C)C	-1%	19	-2%	-4%	26%	5%	0%	29%	12%	-6%
COC(=O)C1=CN(Cc2ccc(OC)cc2)C=C(C(=O)OC)C1c1ccsc1	0%	0	17%	18%	-55%[inhibitor]	i	-10%	6%	-1%	-5%
Cc1ccc(NC(=O)C2OCCc3ccccc32)cc1Cl (stereo not drawn)	-3%	-11	0%	0%	1%	-2%	13%	-1%	?	-5%
C=CCn1c(SCC(=O)NCc2cccs2)nnc1C1CCCCC1	-2%	-7	-8%	1%	11%[7.66 µM]	-2%	-1%	1%	3%	.
O=C(CSc1nncs1)NNC(=O)c1ccco1	-1%	1	.	-3%	-5%	3%	.	-4%	.	-3%
COc1ccc(NC(=O)CCNC(=O)c2ccccc2)cc1S(N)(=O)=O	-3%	17	-1%	-6%	-6%	3%	-11%	8%	-2%	2%
O=C(CSc1nnc(C2CC2)n1Cc1ccco1)NCC(F)(F)F	-4%	-10	-4%	-1%	?	7%	1%	-2%	1%	4%
CCOc1cc(CNc2ccc3c(c2)CCC3)ccc1O	-4%	-11	3%	0%	18%	0%	-12%	-2%	27%	-4%

# Rewritten with two lines to a compound: part of the list above.
# Values run as follows: TSG101-PTAP inh | TSHR antag | MBNL1-CUG inh | AT treatment | a7 integrin act | S-ASM inh | Menin-MLL TR inh | Mito fusion act | CXXC DNA block | TCR activator
> C=CCn1c(SCC(=O)NCc2cccs2)nnc1C1CCCCC1
  -2% | -7 | -8% | 1% | 11%[7.66 µM] | -2% | -1% | 1% | 3% | .
> O=C(CSc1nncs1)NNC(=O)c1ccco1
  -1% | 1 | . | -3% | -5% | 3% | . | -4% | . | -3%
> COc1ccc(NC(=O)CCNC(=O)c2ccccc2)cc1S(N)(=O)=O
  -3% | 17 | -1% | -6% | -6% | 3% | -11% | 8% | -2% | 2%
> O=C(CSc1nnc(C2CC2)n1Cc1ccco1)NCC(F)(F)F
  -4% | -10 | -4% | -1% | ? | 7% | 1% | -2% | 1% | 4%
> CCOc1cc(CNc2ccc3c(c2)CCC3)ccc1O
  -4% | -11 | 3% | 0% | 18% | 0% | -12% | -2% | 27% | -4%

# Later entries:
molecule	TSG101-PTAP inh	TSHR antag	MBNL1-CUG inh	AT treatment	a7 integrin act	S-ASM inh	Menin-MLL TR inh	Mito fusion act	CXXC DNA block	TCR activator
COc1ccc(NC2CCCN(C(=O)c3cc(CC(C)C)nc(N)n3)C2)cc1 (stereo not drawn)	-2%	15	-2%	-3%	-22%	5%	.	1%	4%	3%
CCOC(=O)N1CCc2cc(OC)c(OC)c3c2c1cc1cc(OC)c(OC)cc13	-3%	.	.	.	-23%	30%	.	.	.	-2%
O=C(COC(=O)c1ccccc1O)NCCCc1ccccc1	0%	-17	-4%	1%	-174%[inhibitor]	-3%	10%	-4%	-1%	3%
COc1cccc(-c2nn(-c3ccccc3)cc2C(=O)OCC(=O)Nc2ncc(Cl)cc2Cl)c1	0%	11	2%	7%	10%	.	?	24%	9%	16%[46.1 µM]
COc1cc(/C=N/NC(=O)c2cccnc2)cc2c1OCO2	0%	-1	?	9%	3%	6%	-1%	-1%	4%	1%
c1ccc(Cn2nnnc2C(c2cccs2)N2CCc3ccccc3C2)cc1 (stereo not drawn)	-4%	-14	1%	3%	40%	-1%	24%	?	9%	-3%
Cn1c(=O)[nH]c(=O)c2c1nc(NC1CCCCC1)n2CC(=O)NC1CCCCC1	.	-3	-1%	9%	.	.	-13%	-3%	10%	.
N#C/C(=C/c1ccc(O)cc1)C(=O)NCc1ccc(Cl)cc1	2%	-1	6%	0%	?	7%	17%	-36%[inhibitor]	-3%	-4%
CN(C)c1ccc(CN(C(=O)COc2ccccc2)C2CCS(=O)(=O)C2)cc1 (stereo not drawn)	1%	10	-4%	16%	40%	1%	-2%	4%	1%	-6%
CCC(C)c1ccc(OCC(=O)Nc2ccc(CN3CCOCC3)cc2)cc1 (stereo not drawn)	.	-5	2%	-4%	9%	-2%	.	3%	-2%	-6%
Cc1c(NC(=O)C(C)OC(=O)/C=C/c2ccc(OC(F)F)cc2)c(=O)n(-c2ccccc2)n1C (stereo not drawn)	1%	4	.	-4%	7%	2%	.	-2%	.	4%
CCOC(=O)C1(CCCc2ccccc2)CCN(S(=O)(=O)N(C)C)CC1	-9%	7	3%	3%	-7%	-2%	?	-2%	-1%	-7%
CC(C)CN(C(=O)COC(=O)c1ccccc1SCC(=O)NC1CCCCCC1)C1CCS(=O)(=O)C1 (stereo not drawn)	-1%	3	-11%	0%	-19%	0%	-9%	-6%	1%	4%[46.1 µM]
COc1c(C=O)c(CCN(C)C(=O)c2ccc(F)cc2)cc2c1OCO2	-2%	-10	-13%	-4%	40%	0%	4%	-4%	6%	5%
O=C(CN1CCCCCC1)Nc1ccccc1OC(F)F	-1%	-7	-4%	5%	3%	0%	-3%	5%	9%	0%
Cc1ccc(Nc2nc(CSc3nnnn3C)cs2)cc1	-4%	-2	-4%	-6%	23%	-6%	22%	-6%	-10%	-5%
